Source: PubChem (several laboratories)
NTR1 agonist: agonists of NTR1, primary screen, imaging, U2OS cells, beta-arrestin-GFP, high content (AID 493036). Neurotensin receptor type 1 (Homo sapiens), P30989. NTR1-U2OS beta-arrestin-GFP spot imaging, agonist mode. activation, % at 20 µM. 0.17% of 330,000 active;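 active = activation at or above 40% of the spot to cytoplasm intensity ratio, with at least 20 cells analyzed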;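 note: 0% = DMSO without peptide and 100% = 100 nM NTR1 peptide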
Target sequence (P30989 whole entry, looked up): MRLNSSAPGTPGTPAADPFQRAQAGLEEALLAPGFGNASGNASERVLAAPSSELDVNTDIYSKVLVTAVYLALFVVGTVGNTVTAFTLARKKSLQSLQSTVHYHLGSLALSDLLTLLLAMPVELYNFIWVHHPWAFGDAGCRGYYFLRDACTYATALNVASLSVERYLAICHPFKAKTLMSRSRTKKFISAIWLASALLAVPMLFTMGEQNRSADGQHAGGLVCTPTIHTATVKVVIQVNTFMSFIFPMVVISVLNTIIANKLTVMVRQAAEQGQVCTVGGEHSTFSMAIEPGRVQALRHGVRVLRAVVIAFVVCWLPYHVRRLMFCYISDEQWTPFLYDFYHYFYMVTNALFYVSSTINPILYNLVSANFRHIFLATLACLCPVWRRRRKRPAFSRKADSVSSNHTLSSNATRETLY
GPR55 antagonists: GPR55 antagonists blocking LPI-driven arrestin recruitment, primary screen, imaging, U2OS, beta-arrestin-GFP, LPI agonist (AID 2013). G-protein coupled receptor 55 (Homo sapiens). U2OS GPR55 beta-arrestin-GFP translocation imaging, LPI antagonism; higher % means a stronger effect. 0.13% of 290,000 active. inhibition, % at 10 µM, or IC50 in µM where a hit was titrated;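 active = spots per cell inhibited over 60%, with over 100 cells counted and total cytoplasm intensity under 500,000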;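 note: U2OS cells stably carrying GPR55 and arrestin-GFP stimulated by 5 µM LPI near EC80; imaged beta-arrestin-GFP aggregate spots per cell after agonist stimulation; plate controls were LPI-stimulated DMSO wells for no effect and DMSO wells without LPI for full effect; some results filed as inactive read as strong as hits; confirmed hits need IC50 under 10 µM and bright autofluorescent wells are also inconclusive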
Dengue-2 NS5 capping: Dengue-2 NS5 methyltransferase inhibitors, primary screen, biochemical, confirmation dose response (AID 588689) | Genome polyprotein (Dengue virus type 2 (strain 16681-PDK53)) | Dengue-2 NS5 methyltransferase capping enzyme assay, biochemical; higher % means a stronger effect | inhibition, % at 25 µM, or IC50 in µM where a hit was titrated | 0.3% of 340,000 active; in the data active = a potency from the dose series
GPR35 arrestin U2OS: GPR35 antagonists blocking zaprinast-driven arrestin recruitment, primary screen, imaging, U2OS, beta-arrestin-GFP, zaprinast agonist (AID 2058) | U2OS GPR35 beta-arrestin-GFP translocation imaging, zaprinast antagonism; higher % means a stronger effect | one-dose inhibition, % at 10 µM; IC50 in µM for titrated hits | 0.052% of 290,000 active;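 active = inhibition of at least 50% with at least 30 cells and total cytoplasm GFP at most 10,000,000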
SIAH1 antagonists: Siah-1 peptide-binding antagonists, primary screen, biochemical, fluorescence polarization, rhodamine-plectin, uHTS (AID 1817); E3 ubiquitin-protein ligase SIAH1 (Homo sapiens); Siah-1 / rhodamine-plectin peptide fluorescence polarization; higher % means a stronger effect; displacement, % at 20 µM, or IC50 in µM where a hit was titrated; 0.02% of 290,000 active;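 active = displacement of at least 50% at 20 µM, with a fluorescence ratio check between 0.3 and a set limit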;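 note: plate controls were Siah plus tracer with DMSO for no effect and tracer alone without Siah for full effect; strong numbers were not always called active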
GPR55 beta-arrestin: GPR55 agonists via beta-arrestin recruitment, primary screen, imaging, U2OS cells, beta-arrestin-GFP redistribution (AID 1961) | G-protein coupled receptor 55 (Homo sapiens) | U2OS GPR55 beta-arrestin-GFP redistribution imaging; higher % means a stronger effect | one-dose activation, % at 10 µM; EC50 in µM for titrated hits | 0.048% of 290,000 active;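 active = activation above 40% with more than 50 cells counted in the well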;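 note: U2OS osteosarcoma cells stably expressing GPR55 and beta-arrestin-GFP; plate controls were DMSO negative control for no effect and LPI positive control for full effect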
AID2073: inhibitors of Mint1-CaV2.2 protein interaction, biochemical, HTRF (AID 2073) | Voltage-dependent N-type calcium channel subunit alpha-1B (Homo sapiens) | inhibition, % at 20 µM; hits with a dose series show IC50 in µM | 0.19% of 290,000 active | HTRF protein-protein interaction, Mint1-CaV2.2; higher % means a stronger effect; in the data active = inhibition mostly above about 51%, no sharp cut-off; note: some results filed as inactive read as strong as hits
K1F lysis inhibition: inhibition of K1F phage lysis, E. coli UTI89, bacterial capsule biogenesis inhibitors, alamar blue (AID 488966) | inhibition, % at 100 µM; hits with a dose series show IC50 in µM | 0.02% of 340,000 active | E. coli UTI89 K1F phage lysis, alamar blue, 2 h; higher % means a stronger effect;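 active = phage lysis inhibition, versus mean bacterial control, above a set limit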;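 note: capsule biogenesis inhibitors block K1F phage lysis so surviving cells raise fluorescence; higher fluorescence means more inhibition of phage lysis; actives were called in the ten point dose series up to 300 µM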
HIV peptide binding: inhibitors of HIV fusion peptide binding, primary screen, biochemical, uHTS, fluorescence dequenching (AID 1986) | cell-free peptide binding, fluorescence dequenching, 30 min; higher % means a stronger effect | one-dose inhibition, % at 20 µM; IC50 in µM for titrated hits | 0.3% of 290,000 active; in the data active = inhibition mostly above about 52%, no sharp cut-off; inactive = mostly below about 76%; note: some results filed as inactive read as strong as hits
NTR1 agonist cell count 20 µM: recorded beside NTR1 agonist, whose call it bears; cell count; measured here: cell count, cytotoxicity flag
Dengue-2 NS5 capping pilot replicate: second read-out of Dengue-2 NS5 capping, no call of its own (marks repeat the call); inhibition, %; measured here: pilot screen replicate inhibition
Numbers without * were called inactive; nt = not tested or not shown; & = joins results of further samples; [ ] = dose if it differs, or a comment.

SMILES	NTR1 agonist	NTR1 agonist cell count 20 µM	GPR55 antagonists	Dengue-2 NS5 capping	GPR35 arrestin U2OS	SIAH1 antagonists	GPR55 beta-arrestin	AID2073	K1F lysis inhibition	HIV peptide binding	others
O=C(Cn1cncn1)NCCCc1ccccc1	-0.5	55	7%	-11%	-3%	-5%	-0.3%	4%	1.9%	-0.8%
N#Cc1ccccc1Sc1ccccc1C(=O)Nc1ccccc1	-0.8	58	14%	2%	-10%	0%	-0.2%	2%	0.0%	-1.2%
O=C(Cc1csc(-c2ccccc2)n1)NCc1ccc(F)cc1	0.4	86	-12%	-6%	-5%	6%	-0.3%	12%	0.0%	-2.1%
CCCc1n(CC)c2ccccc2[n+]1CC(O)COC1CCCCC1 (configuration not stated)	2.7	49	-3%	nt	8%	8%	0.4%	-5%	2.6%	1.0%
Nc1nc(SCc2ccc(Cl)cc2Cl)ns1	-2.6	77	5%	-10%	-19%	5%	-0.4%	4%	-0.2%	1.9%
Clc1ccccc1-c1ncnc2ccc(Br)cc12	-0.9	41	-5%	nt	11%	8%	1.0%	15%	nt	-0.3%
COC(=O)Cn1c(=N)n(CCN2CCCCC2)c2ccccc21	-1.4	67	19%	1%	4%	1%	-0.1%	-4%	0.2%	2.9%
CC(O)CNc1nc2c(c(=O)n(Cc3cccc(Cl)c3)c(=O)n2C)n1C (configuration not stated)	-1.3	52	10%	-12%	7%	-1%	-0.2%	0%	0.4%	0.5%
CC1CC(C)CN(C(=O)COC(=O)CNS(=O)(=O)/C=C/c2ccccc2)C1 (configuration not stated)	-0.1	65	3%	0%	10%	0%	-0.1%	1%	-0.1%	0.9%
COc1ccc(N2CCN(C(=O)COc3ccc4c(C)c(C)c(=O)oc4c3C)CC2)cc1	1.8	74	6%	0%	6%	0%	0.6%	4%	0.4%	-2.7%
CCN1CCN(C(c2ccccn2)c2c(NC(=O)c3ccccc3)sc(C)c2C)CC1 (configuration not stated)	-1.3	83	16%	3%	-14%	2%	-0.1%	15%	0.1%	1.4%
Cc1cn2c(nc1=O)OC1CC2OC1CO (configuration not stated)	-1.9	60	6%	-8%	10%	1%	0.3%	17%	-0.1%	-0.1%
CC(=O)Nc1ccc(NCc2ccc(C)s2)cc1	1.9	65	4%	2%	-5%	-2%	-0.1%	0%	0.7%	0.1%
Cc1cnc(NC(=O)CCN2C(=O)C3CCCCC3C2=O)s1 (configuration not stated)	2.3	35	-2%	-5%	-3%	0%	0.7%	6%	-0.1%	-0.3%
CCCCOc1ccc(N(CC(=O)NCC2CCCO2)C(=O)CCC(=O)Nc2nccs2)cc1 (configuration not stated)	-0.5	50	-4%	-9%	-12%	-3%	-0.2%	18%	0.5%	0.1%
Cc1c(NC(=O)COC(=O)c2ccc(F)c(S(=O)(=O)N3CCOCC3)c2)c(=O)n(-c2ccccc2)n1C	-0.3	43	-20%	3%	3%	-4%	-0.4%	28%	1.4%	-0.1%
Cc1cc(C(=O)NC(C)C2CCCO2)cs1 (configuration not stated)	0.5	66	11%	-7%	12%	-1%	-0.1%	-8%	0.8%	-0.3%
O=C(CNCCc1ccccc1)Nc1ccc(C(=O)N2CCCCC2)cc1	1.3	43	3%	-2%	6%	3%	0.6%	8%	-0.6%	-0.3%
Cc1cc(O)c(NC(=O)c2cc([N+](=O)[O-])ccc2Cl)cc1C	0.8	42	-2%	-6%	8%	-6%	-0.2%	-12%	0.3%	-3.5%
O=C(NCCNC(=O)c1ccccc1)c1ccccc1	0.4	55	2%	-9%	-4%	1%	-0.1%	3%	0.4%	-0.3%
O=C(CSc1n[nH]c(=O)[nH]c1=O)c1ccccc1	-0.9	50	0%	-8%	1%	0%	1.3%	-1%	0.2%	0.1%
C=CCOc1ccc(CNc2nn[nH]n2)cc1	-1.9	90	11%	-15%	4%	0%	0.3%	11%	0.7%	0.6%
CCOC(=O)CSc1nc2cc3c(cc2cc1C#N)OCCO3	5.2	41	3%	-7%	4%	7%	0.2%	26%	1.5%	3.6%
COc1ccc(Cl)cc1C(=O)OCC(=O)NC(=O)c1cccn1C	1.6	42	1%	3%	-7%	1%	-0.1%	6%	0.8%	-4.2%
CCCCCn1c(C(Cc2ccccc2)NC(C)=O)nc2ccccc21 (configuration not stated)	2.5	92	4.1µM*	-1%	20%	2%	-0.3%	2%	2.8%	3.2%

Quoted at random: 6 entries already listed
SMILES	NTR1 agonist	NTR1 agonist cell count 20 µM	GPR55 antagonists	Dengue-2 NS5 capping	GPR35 arrestin U2OS	SIAH1 antagonists	GPR55 beta-arrestin	AID2073	K1F lysis inhibition	HIV peptide binding	others
COc1ccc(Cl)cc1C(=O)OCC(=O)NC(=O)c1cccn1C	1.6	42	1%	3%	-7%	1%	-0.1%	6%	0.8%	-4.2%
CC(O)CNc1nc2c(c(=O)n(Cc3cccc(Cl)c3)c(=O)n2C)n1C (configuration not stated)	-1.3	52	10%	-12%	7%	-1%	-0.2%	0%	0.4%	0.5%
O=C(Cc1csc(-c2ccccc2)n1)NCc1ccc(F)cc1	0.4	86	-12%	-6%	-5%	6%	-0.3%	12%	0.0%	-2.1%
CCCCCn1c(C(Cc2ccccc2)NC(C)=O)nc2ccccc21 (configuration not stated)	2.5	92	4.1µM*	-1%	20%	2%	-0.3%	2%	2.8%	3.2%
COC(=O)Cn1c(=N)n(CCN2CCCCC2)c2ccccc21	-1.4	67	19%	1%	4%	1%	-0.1%	-4%	0.2%	2.9%
N#Cc1ccccc1Sc1ccccc1C(=O)Nc1ccccc1	-0.8	58	14%	2%	-10%	0%	-0.2%	2%	0.0%	-1.2%

The results go on:
SMILES	NTR1 agonist	NTR1 agonist cell count 20 µM	GPR55 antagonists	Dengue-2 NS5 capping	GPR35 arrestin U2OS	SIAH1 antagonists	GPR55 beta-arrestin	AID2073	K1F lysis inhibition	HIV peptide binding	others
O=C(CSc1nc2ccccc2s1)Nc1cc(S(=O)(=O)N2CCOCC2)ccc1Cl	4.0	34	11%	-1%	-5%	0%	21%	33%	4.4%	12%
Cc1ccc(C(=O)Nc2cccc(C(F)(F)F)c2)cc1NC(=O)c1cnnc2ccccc12	1.1	84	-7%	-2%&-3%	8%	-3%	-0.1%	18%	0.6%	-1.0%
COC(=O)[C@H](CC(C)C)NC(=O)N1CCCCC1	0.0	54	-8%	2%	1%	4%	-0.3%	-6%	-0.8%	1.3%
COc1ccc(C(=O)Nc2ccnn2C2CCN(C(=O)c3cccnc3)CC2)cc1	0.4	61	2%	-10%	7%	4%	-0.1%	11%	0.9%	1.5%
Cc1cc(Cl)c2oc(C(=O)NCC(C)(C)N3CCOCC3)c(C)c2c1	4.8	56	-11%	-6%	3%	1%	-0.1%	-14%	0.2%	-0.8%
CCCc1cc(=O)oc2cc(C)cc(OCC(=O)NCCCN3CCOCC3)c12	0.1	46	-4%	-8%	1%	-2%	-0.2%	23%	0.3%	-0.4%
O=C(NCc1cn2ccccc2n1)c1ccc2c(c1)OCO2	0.5	62	-4%	2%	18%	1%	-0.2%	-2%	0.1%	0.5%
COC(=O)c1ccc(N2CCN(S(=O)(=O)c3ccccc3)CC2)c([N+](=O)[O-])c1	1.1	73	3%	-4%	13%	5%	0.7%	-5%	-0.3%	1.0%
COc1cc(/C=C/C(=O)Nc2ccccc2C(F)(F)F)cc(OC)c1OC	-2.0	60	9%	nt	4%	0%	0.0%	-1%	nt	-2.8%
O=C(O)c1ccc2cccnc2n1	0.5	57	2%	24%	-10%	8%	-0.5%	-2%	0.0%	2.4%
COc1ccc(O)c(/C=N/N2CCCCC2)c1	-0.7	90	-14%	-4%	14%	-7%	0.3%	1%	0.2%	-1.4%
Nc1nnnn1/N=C/c1ccccn1	-0.8	55	-9%	-2%	-9%	0%	0.2%	6%	-12%	-1.5%
COc1ccccc1Oc1ccc(N/C=C/C(=O)C(C)(C)C)cc1	2.7	102	22%	-1%	-6%	3%	0.2%	-5%	0.1%	-1.6%
O=C(NC1CC2CCCC(C1)N2CC(=O)N1CCCc2ccccc21)C1CCCCC1 (configuration not stated)	-1.6	83	8%	-7%	-11%	12%	0.0%	9%	0.5%	1.5%
COc1ccccc1/C=C/CN1CCC(Oc2ccc(C(=O)N3CCCCC3)cc2)CC1	0.2	99	19%	-5%	1%	13%	-0.1%	-4%	0.2%[50 µM]	0.4%
COc1ccc(C(=O)Nc2cccc3nc(C)ccc23)c(OC)c1	1.7	44	-14%	nt	-6%	-4%	0.6%	7%	1.7%	-1.1%
COc1cc(C)ccc1Oc1nc(-c2ccccc2O)nc2ccccc12	3.6	61	5%	-5%	5%	4%	-0.1%	20%	2.1%[50 µM]	4.9%
Cc1onc(-c2ccccc2)c1C(=O)NC(=S)NNC(=O)c1ccco1	0.6	54	10%	nt	14%	0%	0.0%	-11%	nt	1.3%
CCCC(c1nnnn1CCc1ccccc1)N1CCN(C(=O)c2ccco2)CC1 (configuration not stated)	-0.4	59	-2%	2%	20%	-4%	-0.2%	-3%	-0.6%	0.8%
COc1ccc(S(=O)(=O)N2CCC(c3cc(-c4cccc5ccccc45)n[nH]3)CC2)cc1	0.0	82	-13%	6%	-6%	2%	0.1%	14%	-0.3%	-1.4%
NNC(=O)c1ccc(OCC2CC(c3ccc(Cl)cc3)=NO2)cc1 (configuration not stated)	-1.0	43	-7%	-5%	-2%	-10%	0.3%	16%	-2.2%	-1.1%
O=C(NCCCN1CCOCC1)c1ccc2c(c1)N(Cc1ccccc1)C(=O)c1ccccc1S2	-0.6	53	6%	-3%	-8%	-4%	-0.1%	5%	0.2%	0.0%
COc1ccc(N(CC(=O)N2CCN(Cc3ccccc3)CC2)S(C)(=O)=O)cc1OC	-0.1	68	10%	-1%	-6%	4%	-0.1%	2%	0.2%	1.7%	Dengue-2 NS5 capping pilot replicate=3.0
C#CCNC(=O)C1CCN(c2cc(C)nc(-c3ccccc3)n2)CC1	-1.3	79	-3%	-8%	16%	8%	-0.1%	2%	1.1%	0.0%
